# HIF activator = HIF pathway transcriptional activators, primary screen, cell-based, U2OS HRE-luciferase, luminescence; actives 0.32% (n = 300,000); U2OS HRE-luciferase reporter; normalized: DMSO 0%, desferrioxamine 100%; activation, % at 7.5 µM (by protocol);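 active = mean activation of at least 10% of the iron chelator positive control signal, with at least half of replicates also reaching 10%; inconclusive = mean and replicate majority disagree about reaching 10%; inactive = mean and most replicates under 10%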
# HSP90 inh = HSP90 inhibitors, primary screen, cell lysate, luminescence; AID 1789, 2009; Rabbit reticulocyte lysate, luciferase refolding luminescence, 3 h; actives 0.91% (n = 290,000); inhibition, % at 5.6 µM;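 active = inhibition above the screen-wide mean plus 3 SD, computed separately per campaign, cut at about 16% in these data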;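 note: 0% = DMSO wells and 100% = 60 µM geldanamycin wells; inhibitors lower the luminescence because luciferase stays unfolded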
# aSyn 5UTR inh = MLPCN primary screen, SNCA 5' untranslated region; alpha-synuclein 5'UTR reporter, inhibitor activity; inhibition, % (tested at 7.5 µM); actives 0.82% (n = 300,000); AID 1813, 2009; in the data active = inhibition above about 60%; inconclusive = no clear call, values can overlap the other calls;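 note: H4 neuroglioblastoma cells stably carrying SNCA 5'UTR luciferase fusion; 0% = DMSO wells and 100% = positive control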
# HSF1 inhib = HSF1 inhibitors in luciferase reporter cells, primary screen, cell-based, NIH3T3, luminescence. NIH3T3-HGL HSE-luciferase, MG132-induced, luminescence 8 h; active compounds read low. activity change, negative = inhibition, % at 7.5 µM (by protocol). actives 0.77% (n = 300,000);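 active = more than half of replicate wells show activity change below -50%, luminescence cut by over half; inconclusive = some wells, but at most half, below -50%; inactive = no replicate well below -50%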;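 note: luciferase reports HSF-1 transcriptional activity via heat shock element; 0% = median of DMSO wells and -100% = zero luminescence signal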
# IEC-6 tox = cytotoxicity in IEC-6 intestinal epithelial cells, primary screen, cytotoxicity control for KLF5 inhibitor project, cell-based, luminescence. AID 1825, 2009. actives 0.78% (n = 290,000). IEC-6 cytotoxicity, luminescence viability. inhibition, % at 5 µM; in the data active = inhibition above about 22%;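 note: 0% = plate median of test compound wells and 100% = cytotoxic reference compound wells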
# Platelet DG rel = inhibitors of platelet dense granule secretion, primary screen, cell-based, MLPCN, human platelets; human platelet-rich plasma, SFLLRN dense granule ATP release, luminescence; inhibition, %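 (compounds screened at 7.5 µM in platelet-rich plasma)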; actives 0.22% (n = 300,000); AID 1663, 2009;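 active = mean replicate score, as percent of positive control, at or above 50; inconclusive = mean below 50 but at least one replicate at or above 50; inactive = mean and every replicate below 50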
# KLF5 inhibitor = KLF5 expression inhibitors, primary screen, DLD-1 cells, luminescence | DLD-1 KLF5 promoter-luciferase reporter | actives 0.23% (n = 290,000) | inhibition, % at 5 µM | AID 1700, 2009;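 active = inhibition above a per-plate limit of that plate's mean compound inhibition plus 3 SD, cut at about 60% in these data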;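 note: 0% = DMSO wells and 100% = LY294002 at 200 µM; higher means less KLF5 promoter-driven luciferase light; inactives centre near -14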
# HSF-1 act = HSF-1 activators, primary screen, NIH3T3-HGL cells, MG132 stress, luminescence, single point. NIH3T3-HGL HSF-1 luciferase reporter, 8 h; 100% = twice DMSO control signal. actives 1.7% (n = 300,000). activation, % at 9 µM. AID 504408, 2011;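 active = mean replicate activation of at least 50% with a set share of replicates each reaching 50%; inconclusive = only one of those two conditions met; inactive = mean below 50% and too few replicates reaching it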;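 note: 0% = median of the neutral control wells and 100% = twice that signal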
# AI-2 QS modul = Vibrio harveyi AI-2 quorum sensing modulators, primary screen, JMH597 strain, luminescence/OD600 ratio | Vibrio harveyi JMH597 AI-2 luminescence/OD600 ratio, 9 h; active compounds read low; strain lacks LuxN and CqsS sensors; 0 = neutral-control median | activity change, % at 7.5 µM | actives 0.4% (n = 300,000); in the data active = activity change below about -75%, passing the limit was not always enough; inconclusive = no clear call, values can overlap the other calls;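 note: luminescence divided by OD600 gain over 9 h not by final OD600 alone; inactives centre near 13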
# SKKanGAS inh = S. pyogenes SKKanGAS growth inhibitors in kanamycin, primary screen, streptokinase expression inhibitor project, SKKanGAS strain, BacTiter-Glo luminescence; 6 h; inhibition, % at 7.5 µM; actives 1.3% (n = 300,000); AID 1662, 2009;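 active = mean replicate score, as percent of positive control median, at least 50; inconclusive = mean below 50 but one replicate at or above 50; inactive = mean and every replicate below 50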;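 note: strain carries kanamycin resistance gene driven by streptokinase promoter and grows in 40 µg/ml kanamycin; loss of luminescence reflects streptokinase promoter inhibition or plain growth inhibition; 0% = median of DMSO wells and 100% = positive control at its reference dose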
# * marks the source's active call; other numbers are inactive results; ? = inconclusive; · = not tested or not shown.
SMILES,HIF activator,HSP90 inh,aSyn 5UTR inh,HSF1 inhib,IEC-6 tox,Platelet DG rel,KLF5 inhibitor,HSF-1 act,AI-2 QS modul,SKKanGAS inh
COc1ccccc1N(CC(=O)Nc1ccccc1C)S(C)(=O)=O,-0.4,-2.8,-8.6,-3.0,-3.3,-3.9,-15.6,6.0,9.6,-1.2
CC(C)(C)n1ncc2c(=O)n(CC(=O)N3CCCCC3)cnc21,-0.2,1.2,-20.0,-5.5,-1.7,-0.4,-12.6,-11.1,17.6,0.0
Cc1ccc(C(=O)NNC(=O)c2ccncc2)cc1C,-0.1,-2.6,-0.3,-3.9,0.1,-0.2,-22.0,3.0,19.9,6.2
CNC(=O)c1ccc(-c2ccc(OC)cc2)s1,2.9,-0.5,-151.1,7.1,-8.7,-4.8,-142.1,34.6,4.4,-4.8
CCCCCc1ccc(-c2cn(CN3C(=O)c4ccccc4C3=O)nn2)cc1,-0.2,-4.1,6.8,-1.1,5.8,6.8,-5.3,-6.2,7.4,-2.3
COc1ccc(N2CCN(C(=O)c3ccccc3NS(=O)(=O)c3ccc(C)cc3)CC2)cc1,0.4,-2.1,-38.0,9.1,-5.0,-1.4,-55.1,16.6,4.1,2.3
O=C(NC1(C(F)(F)F)Oc2ccccc2O1)N1CCCC1,-0.4,-0.7,-43.5,11.3,7.0,-1.9,2.0,-2.1,8.9,-2.8
COc1ccccc1N(Cc1cc(=O)[nH]c2ccccc12)C(=O)c1cccc([N+](=O)[O-])c1,-0.1,-4.0,-15.3,3.1,0.9,-2.3,-27.4,3.6,14.7,-9.6
O=C(Nc1cc(S(=O)(=O)N2CCOCC2)ccc1O)c1ccco1,-0.6,2.5,-2.9,-4.8,7.4,-8.8,3.4,1.6,-3.1,18.8
O=C(NCCc1ccccc1)C(=O)c1c[nH]c2ccccc12,1.9,-4.2,-199.5,9.4,2.7,0.2,-129.8,8.5,-39.0,-12.9
COc1cc(S(=O)(=O)N(Cc2cccc(OC)c2OC)CC2CCCO2)ccc1-n1cnnn1 (configuration not stated),0.1,2.9,-12.4,-8.5,-3.4,0.2,-8.4,-1.0,13.6,6.8
CC(C)(C)NC(=O)NC(=O)COC(=O)c1cc(=O)[nH]c2ccccc12,2.1,3.7,-4.8,0.5,4.5,-8.2,-12.6,10.2,4.4,-5.3
CCn1cc(/C=C(\NC(=O)c2ccccc2Cl)C(=O)NCCN2CCOCC2)c2ccccc21,-0.2,-0.4,-26.4,-0.5,-8.0,-0.6,-10.9,0.1,-5.7,-0.2
CCC(C)(C)NC(=O)C(c1ccc(OC)cc1)N(Cc1ccccc1)C(=O)CCC(=O)Nc1cc(C)on1 (configuration not stated),-0.8,-2.9,-16.9,5.4,-0.1,12.5,-13.2,-4.9,15.6,0.7
CCC(CO)NC1=CC(=O)CCC1 (configuration not stated),-0.4,-0.6,-13.2,-8.4,-2.3,19.8,-7.4,-9.5,16.1,0.0
Cc1cc(=O)n2c3ccccc3n(CC(O)CN3CCOCC3)c2c1C#N (configuration not stated),-0.4,-4.0,18.6,0.0,0.6,9.9,10.9,10.5,12.8,12.0
CC(Oc1ccc2c(c1)oc(=O)c1ccccc12)C(=O)NC(Cc1c[nH]c2ccc(O)cc12)C(=O)O (configuration not stated),-0.1,46.9*,-1.0,1.2,4.3,-3.2,-31.5,-10.5,24.8,0.8
CCN(CC(=O)Nc1ccccc1C(F)(F)F)C(=O)CCOc1ccccc1C,-1.5,·,10.1,-5.2,·,-3.7,·,8.8,-4.0,0.3
Cc1ccn2c(NC3CCCC3)c(-c3cccs3)nc2c1,2.2,1.1,-116.4,·,2.3,8.0,2.8,·,22.4,-0.9
O=C(Cn1c(=O)c2cccn2c2ccc(F)cc21)NCCCN1CCN(c2ccccc2F)CC1,-0.6,0.4,-1.3,0.7,1.7,2.7,-6.3,16.4,7.9,-5.4

# In a second layout: two of the compounds above
# Values in the order – HIF activator	HSP90 inh	aSyn 5UTR inh	HSF1 inhib	IEC-6 tox	Platelet DG rel	KLF5 inhibitor	HSF-1 act	AI-2 QS modul	SKKanGAS inh
> Cc1ccn2c(NC3CCCC3)c(-c3cccs3)nc2c1
→ 2.2	1.1	-116.4	·	2.3	8.0	2.8	·	22.4	-0.9
> O=C(Nc1cc(S(=O)(=O)N2CCOCC2)ccc1O)c1ccco1
→ -0.6	2.5	-2.9	-4.8	7.4	-8.8	3.4	1.6	-3.1	18.8

# More records
SMILES,HIF activator,HSP90 inh,aSyn 5UTR inh,HSF1 inhib,IEC-6 tox,Platelet DG rel,KLF5 inhibitor,HSF-1 act,AI-2 QS modul,SKKanGAS inh
O=C(O)c1ccccc1NC(=O)c1ccccc1Nc1ccccc1,-0.2,-0.4,33.8,-5.6,34.7*,9.3,21.2,-12.7,15.4,11.0
CC1(C)Cc2nc3n[nH]c(N)c3cc2CO1,-0.8,1.7,15.7,-0.4,-4.1,6.6,-0.6,-9.5,23.8,1.6
CCc1cc(=O)oc2cc(C)cc(OCC(=O)N3CCC(C(=O)NC(C)C)(c4ccccc4)CC3)c12,0.6,-2.4,14.9,-0.2,3.2,3.6,-4.2,1.8,9.1,7.4
COc1cccc2c1cc1c(=O)n(CC(=O)NCc3ccccn3)nc(C)n12,-0.2,2.6,2.5,30.9,9.8,11.9,-31.7,23.9,-3.8,16.4
O=C(Nc1ccccc1N1CCN(c2ccc(F)cc2)CC1)c1ccccc1,0.0,-1.2,24.9,2.6,-9.4,1.6,4.5,25.9,6.1,13.5
Cc1cccc(C)c1OCC(=O)NCc1nnc(SCC(=O)NC2CCCCC2C)n1C (configuration not stated),-0.1,1.8,8.0,36.6,-3.2,-23.0,-22.0,93.6*,3.5,-11.3
CCCc1cc(C(=O)Nc2cc(Cl)ccc2O)no1,1.1,0.3,-162.3,3.2,3.0,-4.5,-113.7,-8.6,-35.1,-4.0
CCc1nc(C)cn1S(=O)(=O)c1cc(Br)ccc1OC,0.2,-1.8,31.0,-3.4,2.8,-0.2,9.0,-8.6,-7.2,-2.8
O=C(NC1CCS(=O)(=O)C1)c1cc(-c2ccccc2)nc2ccccc12 (configuration not stated),0.0,-1.4,-11.3,-5.0,-3.2,-9.2,-11.8,-14.4,-17.4,-7.8
COc1ccc(OCC(=O)Nc2ccc(N3CCN(C(=O)c4ccco4)CC3)cc2)cc1,0.8,0.7,0.2,0.5,0.9,0.6,5.2,-3.2,31.5,-4.6
COc1ccnc(Oc2ccc(F)cc2)c1-c1ncn[nH]1,-0.4,3.1,20.4,-7.3,4.0,-0.6,-3.3,0.8,11.4,-0.4
CCCC[n+]1c(C)sc2cc(OC)ccc21,0.2,11.2,-2.7,-1.5,-1.5,8.9,-19.6,-5.3,22.5,5.6
COc1ccc(CCNC(=O)C2CCN(S(=O)(=O)N3CCCCC3)CC2)cc1OC,-0.2,-0.6,10.1,0.1,1.6,-3.1,-10.4,-3.0,30.1,0.6
CCOc1ccc(S(=O)(=O)N(C)CC(=O)NCc2ccccn2)cc1Cl,-0.4,0.1,24.9,5.8,-5.8,-9.0,-12.2,10.3,21.3,-0.8
COc1ccc(NC(=O)C2CCN(C(=O)[C@@H]3Cc4ccccc4CN3)CC2)cc1,0.7,-2.9,-38.1,-2.0,-1.3,-0.9,-34.4,4.1,27.0,-0.8
O=[N+]([O-])c1ccc(N2CCN(S(=O)(=O)c3ccccc3)CC2)cc1NCCN1CCOCC1,-0.4,0.6,-10.7,-0.3,2.5,5.5,-14.8,-0.4,-1.5,-2.2
CC(OC(=O)CC1CCCC1)C(=O)Nc1ccc(S(N)(=O)=O)cc1 (configuration not stated),0.5,·,3.4,4.3,·,10.9,·,20.0,13.7,?
O=C(Cc1c(F)cccc1Cl)Nc1cc(S(=O)(=O)N2CCCCC2)ccc1N1CCOCC1,0.0,8.5,4.1,5.1,-2.4,18.1,-19.9,10.0,6.9,6.2
O=C(OCCCOC(=O)c1ccc(O)cc1)c1ccc(O)cc1,0.0,-2.4,20.1,3.0,-6.4,-1.2,-27.8,8.2,-35.6,-2.9
NC(=O)CCCc1nc(-c2ccccc2Cl)no1,-0.1,1.1,10.7,-4.2,2.0,4.8,-6.1,-7.6,17.0,-5.6
CCc1ccccc1NC(=S)N(CCN(C)C)Cc1cccs1,-0.1,-1.2,-14.0,-2.6,-6.3,-1.6,-25.1,6.4,-0.2,6.5
CN(C)CCNC(=O)C(c1ccccc1)c1ccccc1,0.7,-1.0,-35.0,1.7,2.1,-5.2,-5.7,27.3,6.9,-8.1
O=C(Cn1nc(-c2ccc(Cl)cc2)ccc1=O)N1CCN(c2ccccc2)CC1,-4.5,-0.5,23.9,-2.6,1.9,-13.1,2.0,-3.6,52.8,6.6
O=C(N1CCCCC1)C1(c2ccccc2)CCOCC1,0.0,-1.6,-17.7,-0.9,-3.5,-1.8,-21.0,12.4,21.1,-1.8
COc1ccc(CCC(C)Nc2ccc(F)c(F)c2)cc1 (configuration not stated),0.0,-3.2,10.1,-2.1,-3.8,0.1,-10.4,-10.6,2.4,2.7

# Rewritten bar-delimited: 5 of the compounds above.
smiles | HIF activator | HSP90 inh | aSyn 5UTR inh | HSF1 inhib | IEC-6 tox | Platelet DG rel | KLF5 inhibitor | HSF-1 act | AI-2 QS modul | SKKanGAS inh
CCc1ccccc1NC(=S)N(CCN(C)C)Cc1cccs1 | -0.1 | -1.2 | -14.0 | -2.6 | -6.3 | -1.6 | -25.1 | 6.4 | -0.2 | 6.5
CN(C)CCNC(=O)C(c1ccccc1)c1ccccc1 | 0.7 | -1.0 | -35.0 | 1.7 | 2.1 | -5.2 | -5.7 | 27.3 | 6.9 | -8.1
O=C(Cn1nc(-c2ccc(Cl)cc2)ccc1=O)N1CCN(c2ccccc2)CC1 | -4.5 | -0.5 | 23.9 | -2.6 | 1.9 | -13.1 | 2.0 | -3.6 | 52.8 | 6.6
O=C(N1CCCCC1)C1(c2ccccc2)CCOCC1 | 0.0 | -1.6 | -17.7 | -0.9 | -3.5 | -1.8 | -21.0 | 12.4 | 21.1 | -1.8
COc1ccc(CCC(C)Nc2ccc(F)c(F)c2)cc1 (configuration not stated) | 0.0 | -3.2 | 10.1 | -2.1 | -3.8 | 0.1 | -10.4 | -10.6 | 2.4 | 2.7
